Assay outcomes (PubChem)
LYPLA2 counter = counter-screen for PME1 inhibitors: inhibitors of human LYPLA2; inhibition, % at 5.9 µM; 320,000 tested, 0.38% active; recombinant LYPLA2, FP-Rh probe fluorescence polarization; O95372; AID 2177;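 active means inhibition above the screen-wide mean plus 3 SD, limit set per campaign, cut at about 26% in these data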;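 further: 0% = LYPLA2 with DMSO and 100% = wells lacking LYPLA2 enzyme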
PAFAH1B3 inh = PAFAH1B3 (human) inhibition; Q15102; 340,000 tested, 0.28% active; recombinant PAFAH1B3, FP-rhodamine probe, fluorescence polarization; AID 492972; inhibition, % at 3.39 µM;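 active means inhibition above the screen-wide average of all tested compounds plus 3 SD, cut at about 25% in these data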;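 further: 0% = enzyme with DMSO only and 100% = wells lacking PAFAH1B3 protein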
LYPLA1 counter = LYPLA1 (human) inhibition in PME1 counter-screen; recombinant LYPLA1, FP-Rh probe fluorescence polarization; inhibition, % at 5.9 µM; 320,000 tested, 0.16% active; AID 2174;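 active means inhibition above the mean of all tested compounds plus 3 SD, set per campaign, cut at about 14% in these data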;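 further: inhibitors block serine hydrolase probe labeling of LYPLA1 so polarization falls; 0% = enzyme with DMSO and 100% = wells lacking LYPLA1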
ZTA counter = counter-screen for EBNA-1 inhibitors: inhibitors of Epstein-Barr virus ZTA; P03206; ZTA-DNA binding, fluorescence polarization; inhibition, % at 11 µM; 320,000 tested, 0.15% active; AID 2234; in the data active means inhibition above about 33%
Target sequence (P03206 whole entry, looked up): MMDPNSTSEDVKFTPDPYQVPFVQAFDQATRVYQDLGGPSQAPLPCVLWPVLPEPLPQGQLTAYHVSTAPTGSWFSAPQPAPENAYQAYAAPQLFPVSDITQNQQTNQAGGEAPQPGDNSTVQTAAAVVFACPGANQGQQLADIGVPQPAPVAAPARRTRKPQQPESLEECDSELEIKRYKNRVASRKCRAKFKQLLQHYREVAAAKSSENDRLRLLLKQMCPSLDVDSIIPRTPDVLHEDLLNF
PAFAH1B2 inh = PAFAH1B2 (human) inhibition; P68402; recombinant PAFAH1B2, FP-rhodamine activity probe, fluorescence polarization; inhibition, % at 3.39 µM; 340,000 tested, 1.2% active; AID 492953;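 active means inhibition above the mean of all tested compounds plus 3 SD, cut at about 24% in these data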;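 further: 0% = enzyme with DMSO and 100% = wells lacking PAFAH1B2; many of its hits are not listed in these tables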
PREPL inh = human PREPL enzyme inhibition | Q4J6C6 | recombinant PREPL, fluorescence polarization activity-based probe | inhibition, % at 5.96 µM | 320,000 tested, 0.68% active; in the data active means inhibition above about 43%;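 further: 0% = enzyme with DMSO and 100% = wells lacking enzyme; many of its hits are not listed in these tables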
Target sequence (Q4J6C6 whole entry, looked up): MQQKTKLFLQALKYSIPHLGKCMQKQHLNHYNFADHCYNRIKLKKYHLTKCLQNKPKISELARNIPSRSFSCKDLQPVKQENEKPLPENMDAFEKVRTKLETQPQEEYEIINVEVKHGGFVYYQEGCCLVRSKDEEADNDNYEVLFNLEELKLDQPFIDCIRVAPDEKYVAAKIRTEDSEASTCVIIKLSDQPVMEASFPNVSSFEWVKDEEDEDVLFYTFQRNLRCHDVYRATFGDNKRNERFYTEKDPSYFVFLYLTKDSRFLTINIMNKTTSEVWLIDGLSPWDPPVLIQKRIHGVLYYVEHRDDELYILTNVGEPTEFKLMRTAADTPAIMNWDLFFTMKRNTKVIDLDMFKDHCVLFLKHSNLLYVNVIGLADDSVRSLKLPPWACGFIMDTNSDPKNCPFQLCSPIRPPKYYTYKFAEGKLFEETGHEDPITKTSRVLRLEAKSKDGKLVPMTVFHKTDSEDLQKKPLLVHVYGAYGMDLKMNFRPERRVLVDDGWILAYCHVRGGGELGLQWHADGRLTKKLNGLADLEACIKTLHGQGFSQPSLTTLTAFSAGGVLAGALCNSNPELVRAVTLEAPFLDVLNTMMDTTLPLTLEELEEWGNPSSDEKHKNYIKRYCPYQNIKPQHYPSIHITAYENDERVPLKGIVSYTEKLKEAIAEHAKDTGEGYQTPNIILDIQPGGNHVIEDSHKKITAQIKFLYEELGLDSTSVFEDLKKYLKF
EBNA-1 inhibitor = blocks EBNA-1 binding to DNA; inhibition, % at 14.8 µM; 300,000 tested, 0.34% active; AID 1950; EBNA-1 DNA binding, fluorescence polarization; in the data active means inhibition above about 28%
PAFAH2 FP inh = inhibitors of human PAFAH2; Q99487; recombinant PAFAH2, FP-rhodamine activity probe, fluorescence polarization; inhibition, % at 3.39 µM; 340,000 tested, 0.99% active; AID 492956;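 active means inhibition above the mean over all tested compounds plus 3 SD, cut at about 30% in these data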;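 further: inhibitors block probe labeling of enzyme so polarization drops; 0% = enzyme with DMSO and 100% = wells lacking PAFAH2 protein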
pPAFAH inh = pPAFAH (human) enzyme inhibition | Q13093 | recombinant pPAFAH, FP-rhodamine probe fluorescence polarization | inhibition, % at 3.39 µM | 330,000 tested, 1.5% active;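 active means inhibition above the mean inhibition across the screen plus 3 SD, cut at about 25% in these data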;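 further: inhibitors block binding of the rhodamine activity-based probe so polarization drops; 0% = enzyme with DMSO and 100% = wells lacking pPAFAH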
The depositor's hits bear a star; nt = not tested or not shown; & = joins results of further samples.

The line under a structure holds: PAFAH2 FP inh	pPAFAH inh	EBNA-1 inhibitor	LYPLA1 counter	ZTA counter	PREPL inh	PAFAH1B2 inh	PAFAH1B3 inh	LYPLA2 counter
> Cc1ccc(SCCN2CCC(NC(=O)OCc3ccccc3)CCC2=O)cc1 (configuration not stated)
    -1	3	14	2	-5	2	7	4	6
> Cc1ccc2nc(N(CCCN(C)C)C(=O)c3sc4ccccc4c3Cl)sc2c1
    -5	5	7	-1	10	-35	5	4	3
> Cc1csc(Nc2nc(N)c(C(=O)Nc3cc(Cl)ccc3F)o2)n1
    -1	11	8	0	-5	22	-5	6	0
> COc1cccc(/C=N/NC(=O)C(=O)N2CCCCCC2)c1O
    3	1	3	2	1	2	-4	11	3
> COc1ccc(NC(=O)Cn2ncc(Cl)c(Cl)c2=O)cc1S(=O)(=O)N1CCOCC1
    9	13	9	-5	4	-2	-3	-15	-7
> CCOC(=O)CN1c2ccccc2NC(=O)CC1C (configuration not stated)
    -3	2	3	1	3	1	0	6	2
> CCCCc1ccc(NC(=O)NCc2cccnc2)cc1
    -1	4	-5	0	-13	-3	8	5	2
> COc1cc(/C=N/Nc2nc(-c3ccc(S(=O)(=O)N(C)C)cc3)cs2)ccc1O
    -2	9	-10	-7	-4	9	9	10	-1
> O=C(c1ccc(CNc2c(N3CCCC3)c(=O)c2=O)cc1)N1CCc2ccccc2C1
    9	-1	-1	0	11	20	2	5	5
> Cc1nc(SCC(=O)NCc2ccco2)nc(C)c1C
    0	6	-3	3	1	-9	4	6	2
> O=C(CCc1ccncc1)N1CCCC(Nc2ccc(F)cc2)C1 (configuration not stated)
    1	7	-1	1	-2	2	2	1	5
> N=C1/C(=C/c2ccc(OCc3ccccc3)cc2)C(=O)N=C2SC(CC(=O)N3CCOCC3)=NN12
    -2	9	6	-2	-5	0	28*	-2	8
> Cc1ccccc1CCN(C(=O)Cn1nnc2ccccc21)C(C(=O)NCC1CCCO1)c1nc2ccccc2n1C (configuration not stated)
    5	2	3	-5	-10	6	-1	7	-4
> COC(=O)C1=C(N)c2ccccc2C1(C#N)c1ccccc1 (configuration not stated)
    -7	4	5	0	8	-10	2	-4	0
> O=C(NCCCN=C1NS(=O)(=O)c2ccccc21)c1ccccc1Cl
    2	0	3	0	-7	12	0	8	9

Carrying on:
The line under a structure holds: PAFAH2 FP inh	pPAFAH inh	EBNA-1 inhibitor	LYPLA1 counter	ZTA counter	PREPL inh	PAFAH1B2 inh	PAFAH1B3 inh	LYPLA2 counter
> O=C(CSc1ccc(-c2ccccn2)nn1)c1ccc(F)cc1
    7	0	-8	1	-8	35	3	7	9
> CCOC(=O)/C=C1\CN(Cc2ccc(OC)cc2)S(=O)(=O)c2ccccc21
    2	2	-4	2	-2	-6	6	-4	5
> CC(C)NC(=O)Nc1ccc2c(c1)C(=O)N([C@H](C)CO)C[C@H](C)[C@@H](CN(C)C(=O)Nc1ccc(C(F)(F)F)cc1)O2
    16	1	nt	nt	nt	27	-2	3	nt
> CC1CCC(N2CCN(c3ncccn3)CC2)CC1 (configuration not stated)
    -5	0	2	-2	-1	8	7	6	2
> CN1CCN(Cc2cc(Cl)c3cccnc3c2OC(=O)c2cccs2)CC1
    2	7	-1	1	-8	9	2	13	2
> Cc1[nH]n(-c2ccccc2)c(=O)c1-c1ccc(Cl)cc1
    -1	-2	7	6	0	15	4	-1	11
> COc1ccc(N(CC(=O)N/N=C/c2ccc(-c3ccc([N+](=O)[O-])cc3)o2)S(=O)(=O)c2ccc(C)cc2)cc1
    -27	1	-5	-1	0	1	-8	-8	-8
> CC1(C)CC(=O)C(C(=S)Nc2ccccc2)=C(NC2CC(C)(C)NC(C)(C)C2)C1
    6	4	12	5	-2	19	-2	-3	1
> CC(=O)NCc1cc(-c2ccc(Cl)cc2)no1
    -2	1	-11	-1	-8	4	0	6	2
> C=C1CCN([C@@H](CC(C)C)C(=O)NCCC(C)C)S(=O)(=O)c2ccccc21
    2	-1	-5	-1	6	17	3	6	1
> CN(c1ccccc1)c1nccc(=O)[nH]1
    -3	2	-11	3	-8	9	-1	6	2
> N#Cc1ccc(C(=O)NCC(c2ccco2)N2CCCCC2)cc1 (configuration not stated)
    -1	1	-5	0	-8	-3	-2	4	1
> Cc1noc(C)c1S(=O)(=O)Nc1ccc2c(c1)C(=O)N([C@H](C)CO)C[C@H](C)[C@@H](CN(C)S(=O)(=O)c1ccc(F)cc1)O2
    8	5	nt	nt	nt	14	5	7	nt
> Cc1cccc(N(Cc2cc3ccccc3[nH]c2=O)C(=O)c2cccs2)c1
    -3	-15	1	1	-1	-9	5	3	-3
> O=C(O)c1ccc(S(=O)(=O)NCC2CCCO2)cc1 (configuration not stated)
    -7	0	6	-3	8	-9	6	-1	-2

(next part)
The line under a structure holds: PAFAH2 FP inh	pPAFAH inh	EBNA-1 inhibitor	LYPLA1 counter	ZTA counter	PREPL inh	PAFAH1B2 inh	PAFAH1B3 inh	LYPLA2 counter
> CCOC(=O)c1nc(N2CCN(C(=O)OCC)CC2)c2c3c(sc2n1)CCCC3
    5	1	-14	-2	-15	22	-4	-4	1
> CCC(COC)NC(=O)CCc1nnc(Cc2c[nH]c3ccccc23)o1 (configuration not stated)
    -4	0	-9	2	-5	2	3	15	5
> CCCc1ncc(C(O)(c2ccccc2)c2ccc(C)cc2)n1C (configuration not stated)
    5	5	-15	-3	-15	7	3	-1	-3
> CN(CCc1ccccn1)c1ccc([N+](=O)[O-])cn1
    5	5	-8	-2	7	9	4	13	9
> O=C(c1cn(Cc2ccccc2)nc1-c1cccnc1)N1CCN(Cc2c(F)cccc2Cl)CC1
    -2	4	nt	1	-14	18	6	7	4
> CCN(CC)C(=O)CSc1nc2c(sc(=S)n2-c2ccc(C)cc2C)c(=O)[nH]1
    3	11	3	1	-1	2	1	-1	5
> COc1ccc(/C=C/C(=O)O)cc1S(=O)(=O)N1CCc2ccccc2C1
    9	4	4	-5	5	4	15	4	-1
> CCCCOC(=O)CCCc1ccc([N+](=O)[O-])cc1[N+](=O)[O-]
    -10	7	-2	4	-19	3	-2	11	8
> CC(=C/c1ccccc1)/C=N/Nc1nc(N2CCOCC2)nc(N2CCOCC2)n1
    1	8	18	-1	5	12	1	3	3
> O=C(COc1ccc(Cl)cc1Cl)NCC1(N2CCOCC2)CCCCC1
    2	0	nt	nt	nt	33	12	-1	nt
> O=C(N/N=C/c1cn(CCOc2ccccc2)c2ccccc12)c1ccncc1
    2	14	1	3	10	54*	2	1	29*
> COc1ccc2cc(C(N)=O)/c(=N/NC(=O)c3ccco3)oc2c1
    -4	1	15	-5	24	0	3	3	0
> Cc1ccc(N2CCN(S(=O)(=O)c3ccc4c(c3)NC(=O)C(C)C(=O)N4)CC2C)cc1 (configuration not stated)
    -1	0	1	0	6	-10	5	-8	4
> CCCCNC(=O)N1CCN(S(C)(=O)=O)CC1
    4	-1	-20	3	7	14	4	14	-1
> COc1ccc2c(c1)CC/C2=N\OC(=O)c1ccccc1OC
    -6	7	-6	3	-9	0	-1	5	3

Two records drawn at random from the list so far:
The line under a structure holds: PAFAH2 FP inh	pPAFAH inh	EBNA-1 inhibitor	LYPLA1 counter	ZTA counter	PREPL inh	PAFAH1B2 inh	PAFAH1B3 inh	LYPLA2 counter
> COc1ccc(NC(=O)Cn2ncc(Cl)c(Cl)c2=O)cc1S(=O)(=O)N1CCOCC1
    9	13	9	-5	4	-2	-3	-15	-7
> COc1ccc(/C=C/C(=O)O)cc1S(=O)(=O)N1CCc2ccccc2C1
    9	4	4	-5	5	4	15	4	-1

Further entries:
The line under a structure holds: PAFAH2 FP inh	pPAFAH inh	EBNA-1 inhibitor	LYPLA1 counter	ZTA counter	PREPL inh	PAFAH1B2 inh	PAFAH1B3 inh	LYPLA2 counter
> CCOC(=O)N1CCC(Nc2c(NCCCN(CC)Cc3ccccc3)c(=O)c2=O)CC1
    -3&0	-1	3	-1	-8	13	4&1	3&4	-6
> CNc1ccc(/C=C/C(=O)c2cccc3ccccc23)cc1[N+](=O)[O-]
    0	12	5	0	3	14	-1	2	2
> COC(=O)Nc1nnc(COc2ccccc2)s1
    nt	-5	-5	1	0	0	nt	nt	1
> Cc1cccc(OCc2ccc(C(=O)Nc3ccc(F)cc3)cc2)c1
    -10	5	-3	-2	5	-2	1	2	-1
> CC1CC(C)(C)Nc2ccc(OC(=O)c3ccco3)cc21 (configuration not stated)
    1	4	-3	-1	1	18	-1	11	4
> COc1cccc(C2C(C#N)=C(N)N(N(C)C)C3=C2C(=O)CCC3)c1 (configuration not stated)
    5	5	11	-1	-1	-3	1	-1	-2
> CCNc1nc(NCC)nc(ON=C(C)C)n1
    nt	0	16	-2	19	0	nt	nt	3
> COc1cccc(NC(=O)CCCn2c(=O)[nH]c3ccccc3c2=O)c1
    -6	-1	0	3	-9	14	0	3	5
> CC1(C)C(/C=C/C=C/C=C/C=C2\N(CCCCS(=O)(=O)O)c3ccc4ccccc4c3C2(C)C)=[N+](CCCCS(=O)(=O)[O-])c2ccc3ccccc3c21
    43*	29*	51*	-8	61*	-27	-12	-32	-25
> NC(=O)SCC(=O)Nc1ccc(Cl)cc1
    5	0	-2	-6	-8	21	4	2	-1
> O=C(NCCc1ccccc1)c1cccc(N2C(=O)C3CC=CCC3C2=O)c1 (configuration not stated)
    3	9	3	-2	10	1	3	7	5
> CCOc1ccc(-c2nnc(SCC(=O)Nc3cc(C)on3)o2)cc1
    -7	4	8	4	11	9	2	0	-1
> O=C(COC(=O)CN1C(=O)NC2(CCCC2)C1=O)Nc1c(Cl)cccc1C(F)(F)F
    9	3	11	2	-11	0	2	7	8
> O=C(c1ccccc1F)N1CCC(O)(c2cccnc2)CC1
    -8	-1	-7	1	-1	7	0	-3	4
> O=c1[nH]c(/C=C/c2ccc(Cl)cc2Cl)c([N+](=O)[O-])c(=O)[nH]1
    4	0	16	1	55*	0	17	9	-5

Next records follow.
The line under a structure holds: PAFAH2 FP inh	pPAFAH inh	EBNA-1 inhibitor	LYPLA1 counter	ZTA counter	PREPL inh	PAFAH1B2 inh	PAFAH1B3 inh	LYPLA2 counter
> O=C(c1ccccc1Cl)N1CCN(S(=O)(=O)c2cccs2)CC1
    0	2	10	-1	-6	0	3	1	7
> COc1ccc(N=C/C=C2/C=C(c3ccccc3)OC(C)(C)O2)cc1
    -11	5	-8	2	-12	29	2	0	3
> O=C1CC2(CCN(C(=O)c3ccc(Br)cc3)CC2)Oc2ccccc21
    2	1	-1	-5	12	7	3	4	-2
> N#C/C(=C/c1cccc([N+](=O)[O-])c1)c1nnc2n1CCCCC2
    -3	-1	-6	-4	2	-1	-2	-3	1
> COc1ccc(CC(=O)Oc2ccc(C#N)cc2)cc1
    -2	-3	-6	1	-6	8	1	7	5

Only part of the results is shown; the hit share may differ from the screen's.
